Bioassay records deposited in PubChem by NMMLSC.
Avidin fluor: green autofluorescence of compounds with avidin beads – biophysical, 488/530 nm, flow cytometry, artefact control, profiling panel; compound fluorescence 488/530 nm; stronger effect = higher value; fluorescence (KMESF) at 10 µM; hit rate 0.38% among 220,000; AID 1775, 2009; in the data active = fluorescence above about 47; note: inactives centre near 10
ABCG2 block: ABCG2 efflux pump inhibitors, primary screen, multiplex with ABCB1, IgMXP3 cells, flow cytometry. inhibition, % at 6.6 µM. hit rate 0.1% among 190,000. Broad substrate specificity ATP-binding cassette transporter ABCG2 (Homo sapiens), Q9UNQ0. AID 1325, 2008. JC-1 efflux;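 active = inhibition above 80%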;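 note: 0% = DMSO and 100% = nicardipine control wells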
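Incubation: cells with compound and JC-1, 10 min at 25 °C, rotating, no wash / Test system: IgMXP3 (ABCG2) plus far-red-tagged CCRF-Adr (ABCB1) cells / Compound dosing: one concentration, 6.6 µM final / Also added: JC-1 fluorescent substrate / Evaluation: efflux inhibition in percent versus controls / Detection: flow cytometry, 530 nm JC-1 signal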
Bcl-XL Bim block: inhibitors of Bim-Bcl-XL binding, primary screen, biochemical, multiplexed, bead flow cytometry, human Bcl-XL; Bim peptide-Bcl-XL binding, fluorescence; inhibition, % at 10 µM; hit rate 0.04% among 190,000; AID 1007, 2008
Target sequence (Q07817 whole entry, looked up): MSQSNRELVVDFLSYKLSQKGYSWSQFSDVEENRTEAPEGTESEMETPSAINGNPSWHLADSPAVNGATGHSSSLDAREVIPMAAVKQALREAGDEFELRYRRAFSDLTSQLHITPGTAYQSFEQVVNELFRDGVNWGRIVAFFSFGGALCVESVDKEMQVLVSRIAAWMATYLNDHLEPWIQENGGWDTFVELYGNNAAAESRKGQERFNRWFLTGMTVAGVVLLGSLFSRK
Bfl-1 Bim block: inhibitors of Bim binding to Bfl-1, primary screen, biochemical, multiplexed, bead-based flow cytometry; Bcl-2-related protein A1 (Homo sapiens), Q16548; Bim-Bfl-1 binding inhibition; inhibition, % at 10 µM; hit rate 0.12% among 190,000; AID 1008, 2008;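 note: 0% = wells without compound plus tracer and 100% = blocker peptide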
ABCB1 inh: ABCB1 efflux pump inhibitors, primary screen, cell-based, multiplex, flow cytometry, ABCG2 counter-screen. CCRF-Adr cells, JC-1 efflux. inhibition, % at 6.6 µM. ATP-dependent translocase ABCB1 (Homo sapiens), P08183. hit rate 0.067% among 190,000. AID 1326, 2008; in the data active = inhibition above about 40%;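 note: 0% = vehicle and 100% = reference inhibitor; higher value means more JC-1 retained so stronger ABCB1 efflux block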
RGS4-Gao reg: modulators of RGS4 binding to Galphao, primary screen, biochemical, multiplexed bead flow cytometry; hit rate 0.33% among 220,000; actives lie on both sides; AID 1415, 2008; binding response (% of control), % at 10 µM; in the data active = binding response below about 49% or above about 150%; inactive = in between;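 note: fluorescent Galphao activated with aluminum fluoride binding bead-coupled RGS4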
GSH fluor: compound fluorescence on glutathione beads, profiling panel, artefact control, biophysical, 488/530 nm, flow cytometry; GSH beads flow cytometry, compound fluorescence 488/530 nm; stronger effect = higher value; fluorescence (KMESF) at 10 µM; hit rate 0.25% among 190,000; AID 1776, 2009; in the data active = fluorescence above about 89;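 note: glutathione beads carrying GST-tagged Bcl family fusion proteins plus one bare bead set; values are compound well signal with DMSO vehicle wells as background; inactives centre near 16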
Bcl-B Bim block: inhibitors of Bim-Bcl-B binding, primary screen, biochemical, multiplexed, human Bcl-2 family. inhibition, % at 10 µM. hit rate 0.073% among 190,000. bead-based flow cytometry, Bim peptide-Bcl-B binding. AID 951, 2007;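 note: 0% = tracer peptide without compound and 100% = reference inhibitor peptide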
Target sequence (Q9HD36 whole entry, looked up): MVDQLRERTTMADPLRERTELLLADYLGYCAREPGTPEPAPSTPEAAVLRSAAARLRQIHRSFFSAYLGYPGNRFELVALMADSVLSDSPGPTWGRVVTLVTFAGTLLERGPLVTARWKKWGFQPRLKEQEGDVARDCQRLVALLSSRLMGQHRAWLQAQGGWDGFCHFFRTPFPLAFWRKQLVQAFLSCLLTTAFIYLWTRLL
RGS7-Gao reg: RGS7-Galphao binding modulators, primary screen, biochemical, multiplexed bead flow cytometry; Guanine nucleotide-binding protein G(o) subunit alpha (Homo sapiens), P09471; actives lie on both sides; binding response (% of control), % at 10 µM; hit rate 0.35% among 220,000; AID 1439, 2008; in the data active = binding response below about 49% or above about 150%; inconclusive = no clear call, values can overlap the other calls; inactive = in between;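 note: fluorescent Galphao held in activated GDP-AlF4 state binding bead-coupled RGS7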
Bim-Bcl-W: inhibitors of Bim binding to Bcl-W, primary screen, biochemical, multiplexed, bead-based flow cytometry; hit rate 0.02% among 190,000; Bim peptide-Bcl-W binding; inhibition, % at 10 µM;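 note: 0% = bound tracer without compound and 100% = peptide blocker; higher means less fluorescent Bim peptide bound to Bcl-W beads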
Target sequence (Q92843 whole entry, looked up): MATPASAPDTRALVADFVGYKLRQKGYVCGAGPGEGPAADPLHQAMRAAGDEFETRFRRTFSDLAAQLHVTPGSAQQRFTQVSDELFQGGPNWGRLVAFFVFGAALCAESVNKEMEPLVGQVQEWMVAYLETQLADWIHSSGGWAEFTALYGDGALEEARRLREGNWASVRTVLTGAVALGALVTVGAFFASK
Bim-Bcl-2: inhibitors of Bim-Bcl-2 binding, primary screen, biochemical, multiplexed, human Bcl-2 family; inhibition, % at 10 µM; Bead-based flow cytometry, Bim peptide-Bcl-2 binding; hit rate 0.06% among 190,000; AID 950, 2007; Apoptosis regulator Bcl-2 (Homo sapiens), P10415; in the data active = inhibition above about 40%; inconclusive = no clear call, values can overlap the other calls;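 note: 0% = no compound wells with probe peptide and 100% = reference peptide inhibitor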
Target sequence (P10415 whole entry, looked up): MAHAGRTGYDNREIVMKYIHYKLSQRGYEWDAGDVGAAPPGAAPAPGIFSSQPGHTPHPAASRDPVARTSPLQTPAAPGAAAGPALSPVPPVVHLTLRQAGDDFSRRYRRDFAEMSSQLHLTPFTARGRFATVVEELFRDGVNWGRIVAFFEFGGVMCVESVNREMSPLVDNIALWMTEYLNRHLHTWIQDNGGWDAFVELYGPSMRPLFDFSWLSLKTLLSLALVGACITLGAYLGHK
* marks the source's active call; other numbers are inactive results; ? = inconclusive; [ ] = another dose, or the depositor's remark. Cut-off read from the data, not from the text of the source, unless noted: active = inhibition above about 40%.

SMILES | Avidin fluor | ABCG2 block | Bcl-XL Bim block | Bfl-1 Bim block | ABCB1 inh | RGS4-Gao reg | GSH fluor | Bcl-B Bim block | RGS7-Gao reg | Bim-Bcl-W | Bim-Bcl-2
Cc1ccc(-c2noc(CN(C(=O)C(c3ccccc3)c3ccccc3)C(C)C)n2)cc1 | 37 | 7 | -2 | -2 | 1.9 | 100 | 13 | 0 | 100 | 0 | 0
O=C(Nc1ccccc1)N1CCC(=S)Nc2ccccc21 | 4 | 2 | 2 | 1 | 0.9 | 99 | 8 | -1 | 101 | -1 | 1
Nc1ccc(C(=O)O)cc1[N+](=O)[O-] | 13 | 5 | 0 | 4 | 0.1 | 98 | 14 | 4 | ? | 0 | 1
O=S(=O)(Nc1ccc(N2CCOCC2)cc1)c1ccccc1 | 7 | -1 | 1 | -5 | 0.0 | 101 | 10 | -2 | 103 | 3 | -3
NC(=O)CSc1ncc(-c2ccccc2)[nH]1 | 7 | 0 | -4 | 2 | 0.0 | 102 | 5 | -2 | 101 | 2 | -2
COC(=O)c1ccccc1NC(=O)CSc1nnc(C(C)NC(=O)c2ccc(Cl)cc2Cl)n1C (stereo unspecified) | 12 | 5 | -12 | -12 | -0.2 | 102 | 34 | -10 | 100 | -2 | -7
COc1cc(NC(=S)NCCCO)c(OC)cc1Cl | 6 | 6 | 0 | 3 | 0.8 | 101 | 9 | 6 | 101 | 0 | 4
CCOC(=O)c1sc2nc(-c3cccnc3)ccc2c1N | 8 | 0 | 0 | -2 | -0.6 | 100 | 11 | 0 | 100 | 1 | 0
O=c1c2ccccc2nc(/C=C/c2c[nH]c3ccccc23)n1-c1ccc([N+](=O)[O-])cc1 | 7 | 1 | -4 | 8 | 0.0 | 105 | 10 | 1 | 105 | -2 | 4
O=C(CCn1c2c(c3ccccc31)CCCC2)NNC(=O)c1ccccc1[N+](=O)[O-] | 7 | 16 | -4 | 0 | 0.6 | 100 | 12 | -7 | 102 | -3 | -8
Cc1cc(C)cc(NC(=O)C2CCCN(c3nc(C)cc(C)n3)C2)c1 (stereo unspecified) | 11 | 14 | 0 | -5 | 0.3 | 95 | 57 | 4 | 97 | 0 | -1
O=C(NNC(=O)c1ccccc1Br)c1ccc(Cl)c(Cl)c1 | 5 | 1 | -4 | -11 | 0.2 | 95 | 25 | -7 | 94 | -4 | -3
COc1cc(NC2=CC(=O)CC(C)(C)C2)cc(OC)c1 | 17 | 1 | -5 | -4 | 0.2 | 99 | 10 | -7 | 101 | 7 | 1
CCN1C(=O)CC(N2CCN(c3ccc(OC)cc3)CC2)C1=O (stereo unspecified) | 22 | 1 | 5 | -2 | 0.7 | 107 | 12 | 2 | 107 | 3 | -1
COC(=O)c1ccc(NC(=O)CSc2nc3cccnc3n2C)cc1 | 6 | 6 | -6 | -7 | 1.4 | 101 | 34 | -11 | 96 | -7 | -2
Cc1ccc(-c2nn[nH]n2)o1 | 81* | 0 | 1 | -1 | -0.3 | 123 | 10 | 0 | 151*[activator] | 4 | -2
CCOc1ccc(Cn2ccnc2CCl)cc1[N+](=O)[O-] | 10 | 3 | -1 | 2 | 0.1 | 94 | 10 | -4 | 93 | -2 | -5
C#CCOCCOCCOCCNc1nc(N2CCN(C(=O)Cn3cc(CCCN=C(N)N)nn3)CC2)nc(N2CCN(C(=O)[C@H]([C@@H](C)CC)n3cc(CCC(=O)O)nn3)CC2)n1 | 11 | 4 | -6 | -3 | 0.8 | 101 | 17 | -4 | 101 | -4 | -2
Fc1ccc(Cn2c(SCc3ccc(F)c(F)c3)nnc2C(F)(F)F)cc1 | 3 | 2 | -1 | 0 | 0.6 | 95 | 24 | 0 | 99 | -3 | -1
COCCNC(C(=O)Nc1cc(Cl)cc(Cl)c1)c1ccccc1 (stereo unspecified) | 9 | 1 | -1 | -9 | 0.4 | 104 | 7 | -4 | 99 | 3 | -7
CCOC(=O)CSC1=NC(=O)/C(=C\c2ccc(Cl)cc2)S1 | 9 | 2 | -2 | 46* | 0.2 | 97 | 16 | 0 | 94 | 1 | -1
O=C(Nc1cccc2ccccc12)N1CCc2ccccc2C1 | 6 | 0 | -6 | 7 | -0.3 | 111 | 62 | 1 | 112 | -6 | 2
Cc1ccc(NC(=O)CCN2CCc3ccccc3C2)cc1 | 12 | 5 | 0 | -1 | 1.3 | 102 | 17 | 0 | 98 | -2 | 0
Cc1ccc(S(=O)(=O)NCCCCCC(=O)Nc2ccccc2C)cc1 | 4 | -1 | -4 | 0 | 0.4 | 101 | 6 | -1 | 102 | 0 | 1
O=C(CC12CC3CC(CC(C3)C1)C2)NCC(c1ccc(F)cc1)N1CCOCC1 (stereo unspecified) | 22 | 1 | 0 | -5 | 0.3 | 100 | 6 | -3 | 102 | 0 | -1

An excerpt from above, showing only Bim-Bcl-2.
SMILES	Bim-Bcl-2
CCN1C(=O)CC(N2CCN(c3ccc(OC)cc3)CC2)C1=O (stereo unspecified)	-1
Cc1ccc(-c2nn[nH]n2)o1	-2
COCCNC(C(=O)Nc1cc(Cl)cc(Cl)c1)c1ccccc1 (stereo unspecified)	-7

Next results follow.
SMILES | Avidin fluor | ABCG2 block | Bcl-XL Bim block | Bfl-1 Bim block | ABCB1 inh | RGS4-Gao reg | GSH fluor | Bcl-B Bim block | RGS7-Gao reg | Bim-Bcl-W | Bim-Bcl-2
O=C(c1ccco1)n1nc(-c2cccnc2)nc1NCc1ccco1 | 9 | 24 | -2 | 2 | 0.7 | 103 | 69 | -4 | 106 | -1 | -4
CCN(CC)S(=O)(=O)c1cccc(NC(=O)CSc2nnc(N)s2)c1 | 21 | -1 | -1 | -5 | -0.7 | 94 | 9 | -4 | 96 | 0 | -3
CC(C)Oc1cccc(C(=O)NC(=S)Nc2ccc(Cl)c(C(=O)O)c2)c1 | 14 | 0 | -5 | -4 | 0.1 | 97 | 25 | -1 | 98 | -4 | -1
CC1=C(C(=O)OCC2CCCO2)C(c2ccccc2)C2=C(CCCC2=O)N1 (stereo unspecified) | 6 | 11 | -2 | -3 | 0.9 | 105 | 20 | -5 | 98 | -3 | -3
Cc1cccc(COc2ncnc3nc[nH]c23)c1 | 3 | 2 | -13 | -3 | 0.3 | 95 | 18 | -13 | 100 | -8 | -5
COc1ccc(C(=O)Nc2cccc(-c3nc4ncccc4o3)c2C)cc1OC | 15 | 4 | 0 | -5 | 0.9 | 102 | 23 | -4 | 94 | 2 | -5
CCOC(=O)C1=C2NC(=O)c3ccccc3N2C(=O)C1 | 23 | -1 | -2 | -3 | -0.3 | 102 | 11 | -7 | 102 | -2 | -1
Cc1cccc(N2CCN(C(=O)Cc3ccc(Br)cc3)CC2)c1C | 24 | 6 | 1 | -2 | 0.9 | 86 | 15 | 2 | 101 | -3 | -2
COc1cc(C2NC(=O)C(C#N)=C(S)N2c2ccccc2)ccc1OC(C)C (stereo unspecified) | 8 | -1 | -1 | 4 | 0.1 | 99 | 15 | 0 | 101 | -1 | 5
CC1CCCC(NC(=O)COC(=O)c2ccccc2Sc2ccccc2C#N)C1C (stereo unspecified) | 15 | 3 | -8 | -2 | 2.4 | 104 | 12 | -7 | 104 | -2 | -8
Cc1ccc(C)c(C(=O)COC(=O)c2cc(Cl)nc3ccccc23)c1 | 1 | 1 | -3 | 0 | 0.1 | 96 | 5 | -5 | 95 | 1 | 2
N#Cc1sc2nc(N3CCCCC3)c3c(c2c1N)CCCC3 | 6 | 5 | -2 | 0 | 0.2 | 98 | 16 | -3 | 100 | -1 | 0
O=C1NC2(Nc3ccccc31)C(=O)Nc1ccccc12 (stereo unspecified) | 10 | 4 | 2 | -1 | 0.4 | 92 | 22 | 1 | 95 | 1 | -1
C=CCn1c(=O)c2ccccc2n2c(SCc3csc(-c4ccccc4)n3)nnc12 | 13 | 4 | -2 | -8 | -1.3 | 98 | 22 | -3 | 100 | -1 | -10
CS(=O)(=O)N(Cc1ccccc1)c1ccc(C(=O)Nc2cccnc2)cc1 | 6 | 7 | -8 | -2 | 0.2 | 103 | 14 | -7 | 100 | -5 | -2
COCCN1Cc2cccc(C(=O)Nc3cc(OC)ccc3OC)c2C1=O | 14 | 13 | -4 | -14 | 2.0 | 101 | 34 | -4 | 101 | -2 | -7
Cc1ccc(S(=O)(=O)N2CCN(C(=S)NCCc3ccccc3)CC2)cc1 | 21 | 2 | 0 | -2 | 0.7 | 98 | 12 | -3 | 97 | -1 | 0
Cc1cc(CN(C)Cc2ccc(OCC(O)CN(C)Cc3ccccc3)cc2)on1 (stereo unspecified) | 6 | 0 | 0 | -4 | 3.8 | 103 | 20 | -7 | 99 | 0 | -4
c1ccc(-c2oc3ncnc(N4CCOCC4)c3c2-c2ccccc2)cc1 | 8 | 7 | 3 | -10 | 1.4 | 98 | 48 | -7 | 100 | 5 | -4
CC(C)CCNC(=O)C(c1ccco1)N(CC1CCCO1)C(=O)Cn1nnc2ccccc21 (stereo unspecified) | 34 | -3 | -7 | -16 | 0.1 | 96 | 19 | -6 | 98 | -3 | -7
O=C(NCC(c1ccco1)N1CCN(c2ccccc2)CC1)OCc1ccccc1 (stereo unspecified) | 7 | 42 | -4 | 0 | 1.9 | 107 | 12 | 4 | 105 | -2 | -2
CCn1cc([N+](=O)[O-])nc1C | 12 | 1 | -3 | 0 | 0.5 | 103 | 6 | -4 | 99 | -2 | 1
CC1CCN(c2ccc(C(=O)NCc3ccco3)cc2[N+](=O)[O-])CC1 | 9 | 30 | -6 | 7 | 2.2 | 105 | 9 | -2 | 105 | -3 | 5
CC1(C)CC(=O)c2cnc(NC3CC3)nc2C1 | 21 | 2 | 0 | -1 | 0.6 | 102 | 11 | 0 | 104 | 0 | 0
O=C(/C=C/c1ccccc1)/C=C/c1ccccc1 | 10 | 3 | -3 | -3 | 0.3 | 93 | 15 | -3 | 93 | -2 | 0

Pulled by compound from the list above, 2 records:
SMILES | Avidin fluor | ABCG2 block | Bcl-XL Bim block | Bfl-1 Bim block | ABCB1 inh | RGS4-Gao reg | GSH fluor | Bcl-B Bim block | RGS7-Gao reg | Bim-Bcl-W | Bim-Bcl-2
O=C(c1ccco1)n1nc(-c2cccnc2)nc1NCc1ccco1 | 9 | 24 | -2 | 2 | 0.7 | 103 | 69 | -4 | 106 | -1 | -4
c1ccc(-c2oc3ncnc(N4CCOCC4)c3c2-c2ccccc2)cc1 | 8 | 7 | 3 | -10 | 1.4 | 98 | 48 | -7 | 100 | 5 | -4
